XiGFP reactiv: reactivates the inactive X chromosome in mouse fibroblasts | activation, % at 7.58 µM | 0.055% of 360,000 active | XiGFP mouse fibroblasts, % GFP-positive cells imaging, 3 d; cells co-treated with 5-aza-dC sensitizer; scaled so ellipticine positive control = 100%;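 active = mean normalized replicate activation at least 10% and every replicate at or above 10%; inconclusive = only one of the two criteria met; inactive = mean below 10% and not all replicates reach 10%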;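 note: 0% = median of on-plate neutral control wells and 100% = ellipticine 6 µM median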
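System: 68-5-11 XiGFP fibroblast line; Timing: 3 days compound exposure; Compound dosing: one concentration, pinned; Benchmarks: positive control ellipticine, 6 µM final; Buffer or medium: DMEM containing 5-aza-dC.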
INS-1E GSIS act: GLuc luminescence reporter in INS-1E cells, primary screen for activators of glucose-dependent secretion of insulin | activation, % at 16.6 µM | AID 743287 | 0.61% of 370,000 active | INS-1E GLuc reporter insulin secretion, 2-3 h;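 active = lowest replicate activation of at least 40%, so every replicate reaches that level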;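 note: 0% = median of neutral control wells and 100% = median of IBMX positive control wells; some compounds called inactive have numbers as strong as hits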
CFTR F508del cor: correctors of CFTR F508del function in bronchial epithelial cells; 0.36% of 350,000 active; activity (quench increase), % at 7.58 µM; CFBE cells, YFP halide quenching; stimulated with forskolin plus potentiator P3; % fluorescence drop versus neutral controls; AID 720511;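 active = mean added fluorescence quench of at least 8% versus neutral control, with both replicates also reaching 8%; inconclusive = only one of the mean or replicate conditions met; inactive = mean below 8% and not both replicates reaching 8%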;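 note: cells transiently co-express mutant CFTR-F508del with the halide-sensitive YFP; corrector assay measuring rescue of mutant channel to the surface after 24 h compound exposure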
ERp5 inh: ERp5 (human) disulfide isomerase inhibition; Q15084; ERp5 insulin aggregation, absorbance 650 nm, 90 min; inhibition, % at 9.99 µM; 0.05% of 350,000 active; AID 651711;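 active = mean replicate inhibition above about 25%, with every replicate also reaching it, limit read from the data, passing the limit was not always enough; inconclusive = only one of those two criteria met; inactive = neither criterion met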
Target sequence (Q15084 whole entry, looked up): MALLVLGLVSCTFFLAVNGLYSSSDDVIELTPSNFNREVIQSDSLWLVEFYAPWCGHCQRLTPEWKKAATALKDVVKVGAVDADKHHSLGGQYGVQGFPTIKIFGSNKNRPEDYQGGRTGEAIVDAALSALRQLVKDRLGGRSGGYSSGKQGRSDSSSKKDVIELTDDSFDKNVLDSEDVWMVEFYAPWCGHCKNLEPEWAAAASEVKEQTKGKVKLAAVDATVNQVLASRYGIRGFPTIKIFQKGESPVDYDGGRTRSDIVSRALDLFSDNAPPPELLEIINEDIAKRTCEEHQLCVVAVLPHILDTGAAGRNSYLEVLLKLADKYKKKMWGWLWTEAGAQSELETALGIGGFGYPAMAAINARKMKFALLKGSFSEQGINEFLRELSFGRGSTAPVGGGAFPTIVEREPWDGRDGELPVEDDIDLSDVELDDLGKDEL
PAX8 inh HTS: lowers PAX8-driven luciferase in RMG-I cells. RMG-I TPO-luciferase reporter, SteadyGlo, 24 h. inhibition, % at 12.6 µM. AID 652154. 1.2% of 360,000 active;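 active = mean replicate inhibition at least 60% with every replicate also reaching 60%; inconclusive = only one of the two criteria is met; inactive = mean below 60% and not all replicates reaching 60%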;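 note: luciferase light reporting Pax8 driven TPO promoter activity; plate controls were median of neutral control wells for no effect and mitoxantrone controls for full effect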
ARNT TACC3 PPI: ARNT/TACC3 interaction disruption. AlphaScreen His-ARNT PAS-B/GST-TACC3 binding, luminescence; TACC3 fragment carries E629A point mutation. Q9Y6A5. inhibition, % at 9.99 µM. 0.66% of 390,000 active;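 active = mean inhibition of replicates at least 50% and at least half of replicates each reaching 50%; inconclusive = half or more replicates reach 50% but mean below 50%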;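 note: 0% = complete ARNT plus TACC3 wells and 100% = ARNT alone without TACC3; many hits fall short of the cut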
EWS-Fli inh: blocks EWS/Fli oncoprotein-driven transcription | A673 NR0B1-luciferase reporter, viability-normalised | inhibition, % at 12.6 µM | 0.67% of 350,000 active | AID 651661;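 active = mean inhibition of at least 50% after viability correction, with every replicate also passing that limit; inconclusive = mean reaches 50% but only one of two replicates passes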;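 note: firefly luciferase signal divided by Alamar Blue viability fluorescence both relative to DMSO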
DENV2 CPE: DENV2-induced cell death inhibition; DENV2-infected cells, cytopathic effect rescue, plate reader; CPE inhibition, % at 9.99 µM; 1.7% of 350,000 active; AID 651640; in the data active = CPE inhibition above about 20%, passing the limit was not always enough; inconclusive = no clear call, values can overlap the other calls; tested in BHK-21 cells;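 note: 0% = median of neutral control wells and 100% = median of positive control wells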
* hit, by the source's call; u = inconclusive; x = not tested or not shown.

Molecule	ERp5 inh	CFTR F508del cor	INS-1E GSIS act	PAX8 inh HTS	ARNT TACC3 PPI	DENV2 CPE	XiGFP reactiv	EWS-Fli inh
Cc1ccc(OCCNCC(O)COc2ccccc2)cc1 (configuration not stated)	-1	1.4	-26	-5	1	3	0.1	-3
COc1ccc(Cl)cc1N(CC(=O)NC1CC2CCC1C2)S(=O)(=O)c1ccccc1 (configuration not stated)	4	1.1	-34	1	3	-5	0.4	x
CCN1CCN(S(=O)(=O)c2cc3c(cc2Cl)NC(=O)CO3)CC1	7	-1.6	24	11	-1	10	0.7	-11
COCC(=O)N1[C@H](C#N)[C@H](c2ccccc2-c2ccc(C)cc2)[C@H]1CO	0	0.1	6	x	x	-1	0.0	8
C[C@@H]1CN([C@@H](C)CO)C(=O)c2cccc(NC(=O)c3nc4ccccc4s3)c2O[C@@H]1CN(C)CC1CCCCC1	-4	1.7	-18	x	10	3	-1.1	6
Cc1ccc2cc(CN(Cc3nnnn3C3CCCC3)C3CCCCC3)c(=O)[nH]c2c1C	-2	4.5	3	x	0	-4	x	-2
CCCCN1C(=O)C(=O)N(CC(=O)Nc2sc(C)c(C)c2C(=O)OC)C1=O	-5	0.6	8	-13	-4	10	0.4	-6
Cc1onc(-c2ccccc2)c1NC(=O)Nc1c(-c2ccccc2)noc1C	0	3.2	15	-5	-7	-8	0.0	6
CC(C)NC(=O)Nc1ccc2c(c1)C(=O)N(C)[C@H]1CC[C@@H](CC(=O)NC3CCCCC3)O[C@H]1CO2	x	3.1	3	15	-8	2	0.3	0
COc1cccc(S(=O)(=O)Nc2ccc3c(c2)OC[C@H](C)NC[C@H](C)[C@H](OC)CN(C)C3=O)c1	-3	-1.8	17	x	1	0	0.0	-1
CCC1(c2ccccc2)NC(=O)N(CC(=O)Nc2cccc(S(=O)(=O)N3CCCC3)c2)C1=O (configuration not stated)	3	-3.2	-19	6	x	12	0.2	4
Cc1ccc(OCc2ccc(C(=O)NN)o2)cc1C	1	0.0	-4	-83	-1	6	0.0	-15
CCN(CC)C(=O)c1ccc(/C=C/c2c[nH]c3ccccc23)[n+](C)c1	x	x	-14	-24	2	x	0.2	x
C[C@H](CO)N1C[C@H](C)[C@H](CN(C)C(=O)Nc2ccc(F)cc2)OCCCC[C@H](C)Oc2ccc(NS(=O)(=O)c3cccs3)cc2C1=O	u	2.9	-3	16	-1	-11	0.0	1
COC(=O)[C@]12C[C@H](CC(=O)NCCCN3CCCC3=O)C(=O)N(Cc3ccccc3)C1=C[C@H](C1CCCC1)O[C@@H]2C	2	0.7	x	-33	x	-3	0.5	-9
Cc1noc(C)c1S(=O)(=O)N(C)C[C@@H]1Oc2ccc(NC(=O)Nc3ccccc3)cc2C(=O)N([C@@H](C)CO)C[C@@H]1C	x	1.8	-14	1	x	x	-0.1	13
CNC[C@@H]1Oc2c(NC(=O)Nc3c(C)noc3C)cccc2C(=O)N([C@H](C)CO)C[C@H]1C	0	-0.5	10	-9	-19	4	0.1	4
CO[C@@H]1CC[C@@H]2CCN(C)C(=O)C[C@H](c3ccccc3)CN(C)C(=O)c3cc(C#N)ccc3OC[C@@H]1O2	x	x	-2	22	x	x	-0.1	9
COc1ccc(-c2csc(NC(=O)c3cccs3)c2C(=O)O)cc1OC	-2	-1.8	-1	-7	4	-4	-0.1	-18
COc1ccc2sc(-c3ccc(S(C)(=O)=O)cc3)c(-c3ccc(C(N)=O)cc3)c2c1	0	2.1	8	27	1	8	0.0	3

An excerpt of the results above, for reference:
Molecule	ERp5 inh	CFTR F508del cor	INS-1E GSIS act	PAX8 inh HTS	ARNT TACC3 PPI	DENV2 CPE	XiGFP reactiv	EWS-Fli inh
COc1ccc(-c2csc(NC(=O)c3cccs3)c2C(=O)O)cc1OC	-2	-1.8	-1	-7	4	-4	-0.1	-18
COc1ccc2sc(-c3ccc(S(C)(=O)=O)cc3)c(-c3ccc(C(N)=O)cc3)c2c1	0	2.1	8	27	1	8	0.0	3

Other results follow:
Molecule	ERp5 inh	CFTR F508del cor	INS-1E GSIS act	PAX8 inh HTS	ARNT TACC3 PPI	DENV2 CPE	XiGFP reactiv	EWS-Fli inh
CCCCNC(=O)C1C(c2ccc(OC)cc2)=Nc2ccccc2N1C(=O)c1ccncc1 (configuration not stated)	-1	-1.7	38	-28	x	19	0.2	-20
CCN(C(=O)CSc1nnc(-c2ccc(OC(F)F)cc2)n1N)C1CCS(=O)(=O)C1 (configuration not stated)	1	-0.3	38	-15	15	-4	0.3	-3
COc1ccc(Oc2cc(Cl)nc(N)n2)cc1	-2	x	-5	-2	-10	-1	-0.1	-7
COc1ccc(NC(=O)Nc2ccc3c(c2)C(=O)N([C@@H](C)CO)C[C@H](C)[C@@H](CN(C)Cc2ccc(C(=O)O)cc2)OCCCC[C@@H](C)O3)cc1	-4	-3.5	3	-1	-3	-7	0.2	-13
COCCSc1nnc(NC(=O)C2CC(=O)N(c3ccc(C)cc3)C2)s1 (configuration not stated)	-2	-2.3	-6	-15	-1	x	0.2	-5
CC(C)C#Cc1cnc2c(c1)C(=O)N([C@H](C)CO)C[C@@H](C)[C@H](CN(C)Cc1ccccc1F)O2	0	1.1	-14	x	-4	1	0.0	20
CN1/C(=C\C=C2/SC(=S)NC2=O)C(C)(C)c2ccccc21	2	25*	18	u	7	5	1.1	-9
O=C(Cc1ccc(NC(=O)C2CCCN(C(=O)c3ccccc3)C2)cc1)Nc1ccc(C(=O)N2CCOCC2)cc1 (configuration not stated)	-1	-1.0	6	-6	1	12	0.1	4
CN(C)S(=O)(=O)c1cccc(COC(=O)Cc2c(F)cccc2Cl)c1	-9	-2.2	-8	-7	-8	-4	0.1	-1
CC(C)(C)Cc1c(-c2ccc(C#N)cc2)nc2ccc(Cl)cn12	-5	-0.5	15	6	x	-5	0.0	0
COc1ccccc1C(=O)N/N=C(\C)c1ccc(NC(=O)Cc2ccccc2)cc1	1	-0.1	4	-105	0	5	-0.1	-9
COCCCN(C(=O)Cc1coc2cc(C)c(C)cc12)c1c(N)n(Cc2ccccc2)c(=O)[nH]c1=O	0	1.8	-6	8	3	5	0.0	-3
C[C@@H]1CN([C@@H](C)CO)C(=O)Cc2cc(NS(=O)(=O)c3ccc(F)cc3)ccc2O[C@H]1CN(C)Cc1ccc(-c2ccccc2)cc1	x	3.4	-7	51	x	x	0.0	20
COc1ccc(C(=O)C2CCCN(Cc3cc(Cl)ccc3O)C2)c(OC)c1 (configuration not stated)	-1	1.4	-10	-2	6	2	-0.1	8
Cc1ccc(C)c(OCC(=O)NNC(=O)C2CC2)c1	10	0.8	43	9	0	-6	0.0	1
Nc1nonc1-n1nnc(C(=O)N/N=C/c2ccccc2Br)c1CN1CCCC1	-4	1.5	15	-1	-4	1	0.0	10
COc1ccc(C(=O)Nc2ccc3c(c2)C(=O)N(C)C[C@@H](OC)[C@H](C)CN(C(C)=O)[C@@H](C)CO3)cc1	1	0.4	-14	x	-6	-1	0.2	-1
COc1ccccc1CCC(=O)NC1CCCN(c2ccc(C(F)(F)F)cn2)C1 (configuration not stated)	-1	-1.9	25	5	0	-3	0.1	x
CNC[C@H]1OCCCC[C@H](C)Oc2ccc(NS(=O)(=O)c3cccs3)cc2C(=O)N([C@@H](C)CO)C[C@H]1C	-1	0.3	9	-2	2	-3	-0.9	x
O=C(Nc1nc2ccc(F)cc2s1)C1=NN(c2ccccc2)C(=O)CC1	5	2.9	5	-8	-2	-4	0.1	-14
CCOC(=O)C1(Cc2cccc(OC)c2)CCCN(C(=O)c2ccc(OC)o2)C1 (configuration not stated)	6	-6.2	-7	-201	0	-7	-0.1	x
COc1cc(/C=C/C(=O)OCC(=O)N2CC3(C)CC2CC(C)(C)C3)ccc1O (configuration not stated)	x	x	13	9	4	x	0.2	x
COc1ccc(C(=O)N2CCN(Cc3nc(CC4CC4)no3)CC2)cc1	-3	-1.9	25	-15	2	-12	0.0	5
C[C@@H]1CC=C[C@H]2[C@H]1C(=O)N(Cc1ccccc1)[C@H]2c1ccc(/C=C/c2ccccc2)cc1F	0	-2.4	-4	0	-1	2	0.0	22
CC(C)(C)OC(=O)C[C@@H]1C/C=C\C[C@@H](CC(=O)NCCO)C(=O)N[C@H](Cc2c[nH]c3ccccc23)COC1=O	-1	-0.4	29	-10	-2	1	0.0	0
Cc1ccccc1S(=O)(=O)N1CC[C@@H]2[C@@H](CO)Nc3ccc(-c4ccc(F)cc4)cc3[C@@H]21	x	5.2	-8	16	5	-14	0.2	21
CN(C(=O)c1ccc(Br)cc1)C1CCS(=O)(=O)C1 (configuration not stated)	-2	-0.2	0	-16	3	-5	0.0	-2
O=C(NC1CCCCC1)N1CC(=O)N2[C@H](C1)[C@@H](c1ccc(/C=C/c3ccccc3)cc1)[C@@H]2CO	0	-3.4	-6	21	x	-11	0.0	15
COc1ccccc1NC(=O)N(C)C[C@@H]1OCc2ccccc2-c2ccccc2C(=O)N([C@@H](C)CO)C[C@H]1C	x	1.5	-11	-18	x	x	0.0	-1
CNC(=O)/C(C#N)=C/c1c(N2CCN(c3ccc(OC)cc3)CC2)nc2c(C)cccn2c1=O	1	0.1	0	20	-1	9	0.8	6
C[C@H](CO)N1C[C@H](C)[C@@H](CN(C)S(=O)(=O)c2ccccc2)Oc2ccc(NC(=O)Cc3cn(C)c4ccccc34)cc2C1=O	6	1.1	0	17	0	4	0.0	7
COc1cccc(NC(=S)NNC(=O)Cn2nc(C(F)(F)F)cc2C)c1	-6	x	-7	-33	0	-5	0.1	8
COc1ccc(-c2ccc3c(c2)[C@@H]2[C@@H](CCN2S(=O)(=O)c2ccccc2C)[C@@H](CO)N3C)cc1	x	0.6	5	35	-6	-19	0.0	6
c1cc2c3c(cccc3c1)NN=N2	-3	0.5	x	11	2	-15	0.0	10
COc1cccc(NC(=O)CN(c2ccc([N+](=O)[O-])cc2)S(=O)(=O)c2ccccc2)c1	3	x	0	1	3	-3	0.1	0
CC[C@@]1(C(=O)OC)N[C@H](CN(C)S(=O)(=O)c2ccccc2)[C@@H]2C(=O)N(Cc3ccccc3)C(=O)[C@@H]21	0	-0.6	-7	6	-7	-5	-0.1	-1
Cc1ccc(NC(=O)CCn2c(=O)[nH]c3ccsc3c2=O)cc1F	-3	1.9	12	-17	-3	4	0.1	-15
Cc1ccc(NC(=O)CCS(=O)(=O)c2cccc3nonc23)c(Cl)c1	-4	3.4	2	-1	-3	-1	0.1	31
O=C(NCCc1c[nH]c2ccccc12)C(=O)NCC1CCCO1 (configuration not stated)	2	-3.1	6	-1	-5	-3	0.0	7
CC1CCCCN1C(=O)COC(=O)c1cc([N+](=O)[O-])ccc1N (configuration not stated)	-1	-1.5	-5	x	-8	5	-0.1	-17
CCc1ccc(N=C2NC(=O)/C(=C/c3ccc(OCC(=O)O)c(OC)c3)S2)cc1	3	1.6	4	27	5	-4	0.2	3
O=C(c1cccnc1)N1C[C@@H]2[C@H](c3ccccc31)[C@@H](CO)N2C(=O)CN1CCOCC1	-2	-1.6	4	-9	-1	1	0.0	7
CC1CCCC(NC(=O)CCNC(=O)c2ccc([N+](=O)[O-])cc2)C1C (configuration not stated)	1	-0.3	-3	4	-2	-4	0.1	19

From PubChem BioAssay
